# Screening data from PubChem BioAssay.
# GAA glycogen mod = GAA glycogen-cleavage inhibition or activation; P10253; recombinant GAA, glycogen substrate, Amplex Red glucose oxidase fluorescence; AID 2100; Potency, µM (top dose mostly 76.4 µM), without a hit: at the highest dose activity change, negative = inhibition, most hits filed as inhibitors; 300,000 compounds, 0.38% hits; active = well fitted inhibition curve with a large enough effect; inconclusive = small, poorly fitted or top-dose-only effect, or another doubt; inactive = no such curve, though single readings can be large or run the other way;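 also: 0% = full enzyme reaction and -100% = no-enzyme basal signal; the screen sought inhibitors and activators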
#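 Natural-substrate format: glycogen cleavage by 4 nM human enzyme, glucose read by Amplex Red coupling (Ex 573, Em 610 nm). Normalized to enzyme and no-enzyme controls.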
# Active calls of the source: *; u = inconclusive; [ ] = dose if it differs, or a comment. Potency is read from the fitted curve at half-maximal effect. A portion of the library; rates above refer to the full screens.
SMILES,GAA glycogen mod
CN(CC(=O)Nc1cccc(F)c1)C(=O)/C=C/c1ccc2ccccc2n1,-4%[76.3 µM]
COc1ccc(NC(=O)CSc2nccn2Cc2ccco2)cc1,-12%[76.3 µM]
CN(Cc1ccccc1)C(=O)CN(C)S(=O)(=O)c1ccc(F)cc1,5%
Cc1ccccc1NC(=O)Cc1nc(COC(=O)CCOc2ccccc2)cs1,-3%[76.3 µM]
CCN(CC)S(=O)(=O)c1ccc(N2CCN(C)CC2)c(NC(=O)c2cc(=O)c3ccccc3o2)c1,1%
CC1CN(CC(=O)NCc2ccc(Cl)cc2)CC(C)O1 (centres undefined),-1%[76.3 µM]
COCCNC(=O)COCc1cc(-c2ccc3c(c2)OCO3)on1,7%
CCC(C)NC(=O)[C@@H]1CSC2c3ccccc3C(=O)N21 (some centres undefined),2%
Cc1nn(C)c(C)c1NC(=S)Nc1ccc(S(=O)(=O)Nc2ncccn2)cc1,-4%[76.3 µM]
Cc1cc(NC(=O)CSc2nnc(-c3cccc(Cl)c3)o2)no1,-3%[76.3 µM]
O=c1c2c3c(sc2nc(NCCO)n1-c1ccccc1)CCCC3,1%[76.3 µM]
Cc1csc(NC(=O)CSc2nccn2C)n1,-1%[76.3 µM]
COc1ccc(S(=O)(=O)Nc2cccnc2)cc1OC,-4%[76.3 µM]
Cc1c(C)c2ccc(OCC(=O)N3CCN(c4cccc(Cl)c4)CC3)cc2oc1=O,-7%[76.3 µM]
CCCNC(=O)N1CCC(c2nc3ccccc3s2)CC1,-2%
Oc1ccc(-c2c(C3=CCCCC3)sc3ccccc23)cc1,-13%[76.3 µM]
O=C(CC1C(=O)NCCN1Cc1cccc(F)c1)NCCCCCN1CCOCC1 (centres undefined),-1%[76.3 µM]
CCOc1ccc(CN2CCCC(CO)(Cc3ccc(F)cc3)C2)cc1 (centres undefined),1%[76.3 µM]
Cc1ccc(-c2n[nH]c(=S)c3ccccc23)cc1S(=O)(=O)NCC1CCCO1 (centres undefined),0%
Cc1c(C)c(C)c(S(=O)(=O)Nc2ccc3[nH]c(=O)[nH]c3c2)c(C)c1C,-6%[76.3 µM]
O=C(Nc1ccccc1C(F)(F)F)C1CCN(C(=O)Cc2ccccc2)CC1,-2%[76.3 µM]
COc1ccc(NC(=O)c2ccc(CN3CCc4ccccc4C3)cc2)c(OC)c1,18%[76.3 µM]
OCC[C@@H]1C[C@H](O)[C@@H](O)[C@@]2(CCCc3ccccc3O2)O1,-7%[76.3 µM]
Cc1ncc([N+](=O)[O-])n1CC(=O)Nc1cc(Cl)ccc1Cl,2%
Cn1c(COc2ccc(F)cc2)nc2ccccc21,8%[76.3 µM]
COC(=O)C1=C(C)N(Cc2ccccc2)C(=NCCCCO)N[C@H]1CCc1ccccc1,6%[76.3 µM]
COc1ccc(CCNC(=O)c2ccc3c(c2)NC(=O)C(CSCc2cc(C)ccc2C)N3)cc1OC (centres undefined),-6%[76.3 µM]
O=C(NC1CCCC1)C(c1ccccn1)N(C(=O)c1csnn1)c1ccccc1Cl (centres undefined),10%[76.3 µM]
CN(CC(=O)Nc1cccc(F)c1)C(=O)c1cccc(S(=O)(=O)N2CCN(c3ccccc3)CC2)c1,-3%[76.3 µM]
COc1ccc(N(C(=O)Cc2cccs2)C(C(=O)NC2CCCC2)c2ccncc2)cc1 (centres undefined),1%

# Overlap with the part before: 2 compounds; new compounds follow.
SMILES,GAA glycogen mod
CN(CC(=O)Nc1cccc(F)c1)C(=O)c1cccc(S(=O)(=O)N2CCN(c3ccccc3)CC2)c1,-3%[76.3 µM]
COc1ccc(N(C(=O)Cc2cccs2)C(C(=O)NC2CCCC2)c2ccncc2)cc1 (centres undefined),1%
Cc1ccc(NC(=O)CCCCCN2C(=O)[C@@H]3Cc4ccccc4CN3C2=O)c(C)c1,-5%[76.3 µM]
CC(=O)Oc1ccc(N(C(C)=O)S(=O)(=O)c2ccc(Cl)cc2)c2ccccc12,-5%[76.3 µM]
CCOCCCNC(=O)CCc1nnc2n(CCC(C)C)c(=O)c3ccccc3n12,10%
CCOc1ccc(/C=N/NC(=O)c2nnn(-c3nonc3N)c2-c2cccs2)cc1,4%[76.3 µM]
CC(=O)c1ccc(OCCCCCCCOc2ccc(C(C)=O)cc2)cc1,u
O=C(NCc1ccccn1)c1nc(Cn2ccc([N+](=O)[O-])n2)no1,-2%
CCN(CC)CCN(C(=O)C1CCCCC1)c1nc2cc3c(cc2s1)OCO3,-1%[76.3 µM]
COc1ccc2c(c1OC)C(=O)OC2N1C(=O)CC[C@H]1C(=O)Nc1ccc2c(c1)OCO2 (some centres undefined),-27%[76.3 µM]
CC(C)C1=CC(=Nc2ccc(S(N)(=O)=O)cc2)C=C(C(C)C)C1=O,4%[76.3 µM]
CC(NC(=O)C12CC3CC(CC(O)(C3)C1)C2)c1ccc(Cl)cc1Cl (centres undefined),-5%
CC(C)(C)OC(=O)CNC(=O)c1[nH]cnc1C(=O)NCC(=O)OCc1ccccc1,-6%[76.3 µM]
O=S1(=O)N=C(N2CCCC2)c2ccccc21,0%[76.3 µM]
N#Cc1c(Nc2ccccc2)c(C=O)c[nH]c1=O,-3%
CCOC(=O)C1CCN(C(=O)CCNC(=O)Cn2cnc3ccccc3c2=O)CC1,-3%
O=C(NCCNC(=O)c1ccccc1Cl)c1ccco1,2%
Cc1ccc(C(=O)NNC(=O)c2ccc(NC(=O)C(C)(C)C)cc2)cc1,16%[76.3 µM]
COC(=O)C1CN(C(=O)C(C)Oc2ccccc2Cl)c2ccccc2O1 (centres undefined),1%
CCOc1ccc(-c2ncncc2-c2ccccc2OC)c(O)c1,-7%
CC(C)(CN1CCCC1)NC(=O)C1CCC(=O)N(CCCN2CCOCC2)C1 (centres undefined),1%[76.3 µM]
COc1cc([N+](=O)[O-])ccc1NC(=O)NCc1ccccn1,-5%[76.3 µM]
Cc1ccc(NS(=O)(=O)c2cccc(C(=O)NCC(c3ccco3)N3CCCCC3)c2)cc1 (centres undefined),1%[76.3 µM]
O=C(CCC(=O)N1CCN(c2ccccc2F)CC1)N1CCN(c2ccccc2)CC1,-1%[76.3 µM]
Nc1c(/C=C2/C=CC(=O)C(O)=C2)c(=O)nc2sc(CC(=O)N3CCCC3)nn12,-1%[76.3 µM]
Cc1ccc(C(=O)c2c3ccc(C(F)(F)F)cc3[n+]([O-])n2CCC(N)=O)cc1,8%[76.3 µM]
Cc1c(O)ccc2c(=O)c(Oc3ccccc3)coc12,-7%
CCOC(=O)c1c(O)cc(C)cc1Nc1ccccc1,-4%
CN1CCc2c(sc(NC(=O)c3ccc(S(=O)(=O)N4CCCCCC4)cc3)c2C(N)=O)C1,4%[76.3 µM]
O=C(O)c1cc([N+](=O)[O-])c(Sc2nc3ccccc3[nH]2)c([N+](=O)[O-])c1,-1%
CC[C@@]1(c2ccccc2OC)C(=O)N(C(=O)OC)N1C(=O)OC,1%[76.3 µM]
Cn1ccnc1SCC(=O)Nc1cc(F)ccc1F,1%[76.3 µM]

# Copied from above, 14 compounds:
SMILES,GAA glycogen mod
CCOC(=O)C1CCN(C(=O)CCNC(=O)Cn2cnc3ccccc3c2=O)CC1,-3%
O=C(NCCNC(=O)c1ccccc1Cl)c1ccco1,2%
Cc1ccc(C(=O)NNC(=O)c2ccc(NC(=O)C(C)(C)C)cc2)cc1,16%[76.3 µM]
COC(=O)C1CN(C(=O)C(C)Oc2ccccc2Cl)c2ccccc2O1 (centres undefined),1%
CCOc1ccc(-c2ncncc2-c2ccccc2OC)c(O)c1,-7%
CC(C)(CN1CCCC1)NC(=O)C1CCC(=O)N(CCCN2CCOCC2)C1 (centres undefined),1%[76.3 µM]
COc1cc([N+](=O)[O-])ccc1NC(=O)NCc1ccccn1,-5%[76.3 µM]
Cc1ccc(NS(=O)(=O)c2cccc(C(=O)NCC(c3ccco3)N3CCCCC3)c2)cc1 (centres undefined),1%[76.3 µM]
O=C(CCC(=O)N1CCN(c2ccccc2F)CC1)N1CCN(c2ccccc2)CC1,-1%[76.3 µM]
Nc1c(/C=C2/C=CC(=O)C(O)=C2)c(=O)nc2sc(CC(=O)N3CCCC3)nn12,-1%[76.3 µM]
Cc1ccc(C(=O)c2c3ccc(C(F)(F)F)cc3[n+]([O-])n2CCC(N)=O)cc1,8%[76.3 µM]
Cc1c(O)ccc2c(=O)c(Oc3ccccc3)coc12,-7%
CCOC(=O)c1c(O)cc(C)cc1Nc1ccccc1,-4%
CN1CCc2c(sc(NC(=O)c3ccc(S(=O)(=O)N4CCCCCC4)cc3)c2C(N)=O)C1,4%[76.3 µM]

# Other compounds.
SMILES,GAA glycogen mod
CCc1cc2c(-c3ccccc3)cc(=O)oc2cc1OC(C)C(=O)NCC1CCC(C(=O)O)CC1 (centres undefined),-9%[76.3 µM]
COCCn1c(N)c(N(Cc2ccccc2)C(=O)C2=COCCO2)c(=O)[nH]c1=O,2%[76.3 µM]
O=C(CN(C(=O)c1csnn1)c1ccccc1Cl)NC1CCCC1,5%
CC(=O)N1CCc2cc(S(=O)(=O)CCC(=O)NCc3ccc(C)o3)ccc21,-1%[76.3 µM]
O=C(NCCO)C(=O)NCC(c1ccc2c(c1)OCO2)N1CCN(c2ccc(F)cc2)CC1 (centres undefined),-11%[76.3 µM]
CCOC(=O)C1CCN(C(=O)c2ccc(Cl)c(S(=O)(=O)N3CCCC3)c2)CC1,-1%[76.3 µM]
COc1cc(NC(=O)CSc2nnnn2C2CCCC2)cc(OC)c1,-1%
CCN(CC)c1nc(N2CCN(CCO)CC2)nc2ccccc12,4%[76.3 µM]
CCCn1c(=O)c2ccccc2n2c(SC(C)C(N)=O)nnc12 (centres undefined),1%
O=C(CCC(=O)N1CCN(c2ccc(F)cc2)CC1)c1ccc(Cl)cc1,-1%[76.3 µM]
CCOc1ccc(C2NC(=O)CCC2[N+](=O)[O-])cc1 (centres undefined),9%[76.3 µM]
NS(=O)(=O)c1ccc(CCNC(=O)CN2CCN(Cc3cccc4ccccc34)CC2)cc1,3%
Cc1cccc(OCC(=O)Nc2ccc3c(c2)nc(CCN2CCCCC2)n3C)c1,12%[76.3 µM]
COC(=O)c1ccc2nc(NC(=O)CCS(=O)(=O)c3ccccc3)sc2c1,1%[76.3 µM]
COc1ccccc1OCc1nn[nH]n1,-2%[76.3 µM]
CCN1CCCC1CNC(=O)c1cc2c(OC)cccc2[nH]1 (centres undefined),-4%
CC(=O)c1cccc(NC(=O)c2cccc(N3C(=O)c4ccccc4C3=O)c2)c1,5%[76.3 µM]
CC(=O)N1CCC(C(=O)N2CCN(S(=O)(=O)c3cccs3)CC2)CC1,-13%[76.3 µM]
CC(=O)N1CCc2cc(Br)cc(S(=O)(=O)N3CCCCC3)c21,-1%
O=C(Cn1cnc(S(=O)(=O)N2CCCCC2)c1)N1CCN(c2ccc([N+](=O)[O-])cc2)CC1,-18%[76.3 µM]
C=CCOc1ccccc1CN(CCc1ccccc1)C(=O)c1cccc(S(C)(=O)=O)c1,4%
Oc1ccc(-c2csc(Nc3cccc4ccccc34)n2)cc1O,-9%[76.3 µM]
O=C(CN1CCC(NC(=O)c2ccco2)CC1)Nc1ccccc1C(F)(F)F,5%
CCOC(=O)COc1cccc(C2NC(=O)c3ccccc3O2)c1 (centres undefined),-4%[76.3 µM]
Cc1ccc2c(c1)N(Cc1cccc(F)c1)C(=O)C(C)O2 (centres undefined),-12%[76.3 µM]
CCCCOc1ccc(N(CC(=O)NC(C)(C)C)C(=O)CCC(=O)Nc2nccs2)cc1,16%[76.3 µM]
Cc1ccccc1NC(=O)CSc1nc2c(c(=O)n(C)c(=O)n2C)n1C,2%[76.3 µM]
Cc1ccc(C(C)C)c(Oc2cnccn2)c1,-5%
CCOC(=O)N1CCN(S(=O)(=O)c2ccc(C(=O)N(CCCN(C)C)c3nc4ccc(CC)cc4s3)cc2)CC1,-10%[76.3 µM]
CCCC(=O)Nc1ccc2c(c1)Cc1ccccc1-2,-2%[76.3 µM]
CC(C)(C)OC(=O)n1cc(/C=N/NC(=O)c2ccco2)c2ccccc21,0%[76.3 µM]
Cc1ccc(S(=O)(=O)N(C)C)cc1NC(=O)c1cc(-c2ccco2)nc2ccccc12,2%[76.3 µM]
Cc1ccc2c(COC(=O)c3ccc(C)c(C)c3)cc(=O)oc2c1,-7%
Cc1cccc(-n2ncc3c2CCCC3NC(=O)C2=CC(=O)CC(C)(C)O2)c1C (centres undefined),-1%[76.3 µM]
COc1ccc(-n2ncc3c(=O)n(CC(=O)Nc4ccc5c(c4)OCCO5)cnc32)cc1,14%
CN(CCNC(=O)C1CCN(c2ncnc3c2nc2n3CCCCC2)CC1)Cc1ccccc1,0%[76.3 µM]
Cn1c(CC(=O)Nc2ccccc2F)nnc1SCC(=O)NC1=NCCS1,-9%
CCOCCCNC(=O)C1(O)c2ccccc2NC(=O)N1c1ccc(C)c(C)c1 (centres undefined),5%
COc1ccc(S(=O)(=O)NC2CCCC2)cc1NC(C)=O,-1%[76.3 µM]
Cc1[nH]n(-c2ccccc2)c(=O)c1N=Nc1ccc(Cl)cc1,-3%[76.3 µM]
NS(=O)(=O)c1ccc(CCNC(=O)C(=O)c2cn(CC(=O)N3CCCC3)c3ccccc23)cc1,1%[76.3 µM]
COc1ccccc1C(=O)Nc1ccc(C(=O)Nc2ccccc2C(=O)O)cc1,3%[76.3 µM]
Cc1ccc(S(=O)(=O)NCC2CCC(C(=O)NC3CCCCC3)CC2)cc1 (centres undefined),7%
C=CCOc1ccc(/C=C2/C(=O)ON=C2C)cc1OCC,-13%
O=C(NCCCN1CCOCC1)c1nn2c(C(F)(F)F)cc(-c3ccco3)nc2c1Cl,-1%
COc1ccc(Nc2c3c(nc4ccccc24)CCC3)c(OC)c1,-25%
Cn1nc(-c2ccccc2)c2cc([N+](=O)[O-])ccc21,2%[76.3 µM]
O=S1(=O)CCOC[C@H](c2ccccc2)N1Cc1cccc(Cl)c1,-4%[76.3 µM]
COc1ccc(CNC(=O)CSc2n[nH]c(N)n2)cc1OC,-3%
CCN1C(=O)c2cccc3c(Cl)ccc1c23,0%[76.3 µM]
